Assay outcomes as filed in PubChem.
HepG2 viability – kills HepG2 cells in TGF-b inhibitor counter-screen. HepG2 CAGA-GFP viability, ATP luminescence, 18 h. Potency, µM (series often up to 46.1 µM), for the others: at the highest dose activity change, negative = cytotoxicity, actives largely listed as cytotoxic. hit rate 0.76% among 410,000; note: some results filed as inactive show a strong effect at the top dose
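HepG2 CAGA-GFP cells (1000/well, DMEM with 1% FBS) received compound, then TGF-beta at 500 pg/mL final, and were incubated 18 hours at 37 degrees C. Viability was read by CellTiter-Glo luminescence. Media-only wells were set as complete cell-killing and DMSO as no toxicity.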
A549 viability – A549 cytotoxicity, counter-screen for Nrf2 inhibitors. AID 504648. hit rate 0.16% among 390,000. Potency, µM (highest dose often 46 µM), for the others: top-dose activity change, negative = cytotoxicity, hits mostly inhibitors. A549 ARE-Fluc cells, CellTiter-Fluor viability, 18-24 h; note: % is set by controls: 0 for no effect and ±100 for the full control effect
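A549 ARE-Fluc cells in 5% FBS OPTI-MEM, 5000 cells/well, rested 2 h then exposed to compounds in concentration-response for 18-24 h at 37 °C. Viability by CellTiter-Fluor fluorescence (Ex 405/Em 525) after 30 min; luciferase luminescence (BugLite, 15 min, RT) read afterwards.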
EPAC2 antagonist – EPAC2 (human) antagonism | AID 720708 | Q8WZA2 | hit rate 0.18% among 360,000 | Potency, µM (top dose mostly 114 µM), for the others: at the highest dose activity, negative = inhibition, hits mostly inhibitors | EPAC2 GEF exchange of Rap1B-BODIPY-GDP, fluorescence; note: % is set by controls: 0 for no effect and ±100 for the full control effect; nearly all actives have a fitted effect of over 45% in size; many of its hits are not listed in these tables
Target sequence (Q8WZA2 whole entry, looked up): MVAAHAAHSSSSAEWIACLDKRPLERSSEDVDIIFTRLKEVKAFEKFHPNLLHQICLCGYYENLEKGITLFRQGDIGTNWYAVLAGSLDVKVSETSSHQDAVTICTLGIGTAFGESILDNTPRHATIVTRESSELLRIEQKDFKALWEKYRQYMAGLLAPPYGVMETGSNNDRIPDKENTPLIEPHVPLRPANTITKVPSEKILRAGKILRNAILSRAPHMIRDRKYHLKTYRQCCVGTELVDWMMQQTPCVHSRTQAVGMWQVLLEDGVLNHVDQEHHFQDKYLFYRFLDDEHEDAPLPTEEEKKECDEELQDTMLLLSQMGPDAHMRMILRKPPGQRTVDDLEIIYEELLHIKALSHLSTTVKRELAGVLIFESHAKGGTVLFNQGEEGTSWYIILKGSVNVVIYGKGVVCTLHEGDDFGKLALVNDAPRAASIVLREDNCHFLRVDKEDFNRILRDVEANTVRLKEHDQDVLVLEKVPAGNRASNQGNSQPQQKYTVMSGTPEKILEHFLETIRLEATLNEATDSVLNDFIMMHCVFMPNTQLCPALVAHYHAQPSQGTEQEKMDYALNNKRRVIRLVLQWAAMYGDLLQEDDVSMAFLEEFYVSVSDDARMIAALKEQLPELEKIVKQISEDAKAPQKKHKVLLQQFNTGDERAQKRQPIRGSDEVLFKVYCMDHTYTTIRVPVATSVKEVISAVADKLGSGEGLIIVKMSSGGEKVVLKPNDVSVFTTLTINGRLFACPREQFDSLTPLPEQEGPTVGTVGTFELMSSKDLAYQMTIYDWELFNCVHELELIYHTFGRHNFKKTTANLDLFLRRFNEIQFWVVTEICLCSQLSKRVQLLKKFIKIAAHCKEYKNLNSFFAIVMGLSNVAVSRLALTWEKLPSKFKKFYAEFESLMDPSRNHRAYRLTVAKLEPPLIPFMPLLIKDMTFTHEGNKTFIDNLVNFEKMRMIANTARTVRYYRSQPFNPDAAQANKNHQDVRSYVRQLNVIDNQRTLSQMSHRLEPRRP
ATXN viability – cell viability loss in ATXN counter-screen | S2 cells (HEK-293 line with an ATXN2-luciferase reporter) viability, CellTiter-Fluor protease fluorescence, 24 h | Potency, µM (top dose mostly 56.7 µM), most hits filed as cytotoxic | hit rate 0.49% among 400,000; note: nearly all actives have a fitted effect of over 40% in size
MCF10A rereplic – induces DNA re-replication in MCF 10a normal breast cells | Potency, µM (titrated, usually from 46.1 µM), inactives show at the top dose activity, positive = re-replication, actives largely listed as activators | MCF 10A DNA re-replication, Hoechst nuclear intensity, 48 h | hit rate 2.9% among 350,000; note: % of control where 0% means no effect; nearly all actives have a fitted effect of over 50% in size
TGFb inhibitor – inhibitors of TGF-b signaling. HepG2 CAGA-GFP TGF-b/SMAD3 reporter, GFP fluorescence, 18 h; TGF-beta stimulated, 500 pg/mL final. Potency, µM (top dose mostly 46.1 µM), for inactives: at the highest dose activity, negative = inhibition, usual class: inhibitors. hit rate 1.2% among 410,000. AID 588855; note: % is set by controls: 0 for no effect and ±100 for the full control effect; nearly all actives have a fitted effect of over 65% in size
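Inhibition of TGF-beta-driven CAGA-GFP reporter expression in HEPG2 cells is measured by cellular GFP fluorescence after 18 h stimulation with 500 pg/mL recombinant TGF-beta in 1% FBS medium at 37 degrees C.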
Nrf2 block – Nrf2 pathway inhibition. A549 ARE-Fluc reporter, luciferase luminescence, 18-24 h. AID 504444. hit rate 2.1% among 360,000. Potency, µM (doses to about 46 µM), inactives show top-dose activity change, negative = inhibition, usual class: inhibitors; note: % is set by controls: 0 for no effect and ±100 for the full control effect; nearly all actives have a fitted effect of over 60% in size
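Quantitative HTS in A549 cells stably bearing an antioxidant response element-firefly luciferase construct. Inhibition of Nrf2-driven transcription was scored by luminescence after 18-24 h of compound exposure at 37 °C.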
ATXN2 expr inh – inhibitors of ATXN2 expression; HEK-293 ATXN2-luciferase reporter, luminescence, 24 h; Potency, µM (top dose mostly 57 µM), for the others: top-dose activity change, negative = inhibition, hits mostly inhibitors; hit rate 0.72% among 360,000; note: % is set by controls: 0 for no effect and ±100 for the full control effect; nearly all actives have a fitted effect of over 55% in size
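qHTS (up to 57 uM final) was run with 24 h compound exposure of reporter cells at 37 °C. Each well was multiplexed: SteadyGlo luminescence measured ATXN2-luciferase expression after a fluorogenic Gly-Phe-AFC viability readout (25 uM final).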
Nrf2 ARE act – Nrf2 pathway activation. AREc32 ARE-luciferase reporter (MCF7-derived line), luminescence, 24 h. Potency, µM (top dose mostly 46.1 µM), without a hit: at the top dose activation, actives largely listed as activators. hit rate 0.31% among 410,000; note: % of control where 0% means no effect; nearly all actives have a fitted effect of over 65% in size
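Luciferase luminescence (Steady-Glo, 30 min at room temperature) served as the read-out of ARE activation in AREc32 cells treated with compounds for 24 hr at 37 deg C.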
Numbers without * were called inactive; i = inactive; u = inconclusive; x = not tested or not shown; & = joins results of further samples; [ ] = remark or other dose. Calls come from the whole dose curve; as a rule, active = well fitted curve in the direction sought with a large enough effect; inconclusive = small, poorly fitted or top-dose-only effect, or another doubt; inactive = no such curve, though single readings can be large; an effect the other way counts as inactive or inconclusive. Potency is the fitted concentration of half-maximal effect.

SMILES	HepG2 viability	A549 viability	EPAC2 antagonist	ATXN viability	MCF10A rereplic	TGFb inhibitor	Nrf2 block	ATXN2 expr inh	Nrf2 ARE act
CCOC(=O)C1=C(O)CSC1=Nc1ccc(Cl)cc1	-13%	-2%	-10%	x	2%	2%	u	x	0.0%
COc1ccc([N+](=O)[O-])cc1NC(=S)Nc1ccccc1	-24%	4%	6%	i	-3%	u	10%	2%	12%
CCN(CC)CCNc1ncnc2c1sc1nc(N3CCCC3)c3c(c12)CC(C)(C)OC3	-15%	u	-2%	i	21µM*	u	-19%	-33%	6.7%
CCOC(=O)C1CCCN(C(=O)CN2C(=O)COc3ccc(C(C)(C)C)cc32)C1 (configuration not stated)	-12%	-2%	-18%	i	8%	-13%	-1%	1%	0.2%
Cc1ccc(S(=O)(=O)Nc2ccc3c(c2)C(=O)N([C@H](C)CO)C[C@H](C)[C@H](CN(C)C(=O)Nc2cccc4ccccc24)OCCCC[C@@H](C)O3)cc1	-7%	x	-6%	i	x	0%	x	-3%	5.3%
CC(C)(C)N(Cc1cc2ccccc2[nH]c1=O)C(=O)c1cccnc1	-1%	-15%	-1%	i	0%	-2%	-24%	-10%	-0.6%
CC1Oc2ccccc2C=C1/C=N/NC(=O)c1ccccc1 (configuration not stated)	1%	0%	6%	i	0%	22%	u	27%	4.4%
CCOC(=O)c1c(C)n(C)c2ccc(OCC(O)CN3C(=O)c4ccccc4S3(=O)=O)cc12 (configuration not stated)	-25%	5%	-12%	i	24%	-8%	x	-8%	-0.2%
CC(C)Oc1ccc(CNC(=O)c2ccc(CS(=O)Cc3ccccc3Cl)o2)cc1 (configuration not stated)	-8%	1%	x	x	x	u	u	x	3.2%
CCC(C)NC(=S)N(Cc1cc2cc(C)ccc2n2nnnc12)CC(C)(C)NC(C)C (configuration not stated)	-54%	-2%	8%	i	-2%	0%	-3%	-28%	-0.1%
O=C(Nc1ccc(NC(=O)c2cc3ccccc3o2)cc1)c1ccc2c(c1)OCCO2	-60%	0%	-2%	i	19%	-30%	u	-31%	-2.2%
COc1cccc(C(=O)Nc2c(C(=O)N3CCN(c4ccc(F)cc4)CC3)oc3ccccc23)c1	-5%	10%	x	i	x	-8%	u	1%	0.3%
CC(=O)Nc1ccc(S(=O)(=O)N(C)c2ccc(OCC(=O)Nc3ccccc3C(C)=O)cc2)cc1	1%	4%	-9%	i	u	1%	u	1%	3.4%
COc1cccc(C(=O)NCCS(=O)(=O)NCc2ccco2)c1	-4%	-18%	-4%	i	0%	5%	5%	22%	4.1%
CC(=O)Nc1ccc(NC(=O)Nc2ccc(C)c(C)c2)cc1	5%	-3%	2%	u	1%	-1%	-1%	x	0.5%
COc1ccccc1CN1CC(C(=O)NC2CCOCC2)CCC1=O (configuration not stated)	-19%	5%	-2%	u	0%	7%	u	7%	-0.3%
Cc1ccc(OCC(=O)N(Cc2ccccc2)C(C)(C)C)c([N+](=O)[O-])n1	-15%	1%	-8%	i	-2%	u	-28%	2%	0.1%
CCN(CC)c1ccc(NC(=O)Cn2cc3c(n2)CCCC3)c(C)c1	-1%	5%	x	i	x	2%	u	-19%	-1.0%
O=C(Nc1ccc2oc(-c3cccc4c(Br)cccc34)nc2c1)c1ccc(Br)cc1	-9%	4%	x	i	x	5%	4%	9%	1.6%
CCCCOc1ccc(/C(N)=N/O)cc1	1%	-6%	7%	i	-3%	20%	u	46%[activator]	1.9%
COc1ccc(/C=N/N2CCOCC2)cc1O	3%	3%	11%	i	0%	-4%	10%	7%	16%
Cc1ccc(Nc2nnc(-c3ccc(C)c(S(=O)(=O)N4CCCCC4)c3)c3ccccc23)cc1	-38%	-2%	x	i	x	14%	0%	4%	-0.7%
COC(=O)c1ccc(COC(=O)C2CCN(S(=O)(=O)c3c(C)cc(C)cc3C)CC2)o1	-9%	x	-17%	i	x	-16%	x	x	-0.1%
CCCc1cc(=O)oc2cc(OCC(=O)NCCc3c[nH]c4ccccc34)ccc12	-78%	-12%	15%	u	u	u	u	u	-2.4%
Cc1cccc(C(OC(=O)c2ccco2)C(=O)NCc2ccccc2)n1 (configuration not stated)	-3%	7%	4%	i	u	-14%	12%	0%	-0.3%
Other records follow:
SMILES	HepG2 viability	A549 viability	EPAC2 antagonist	ATXN viability	MCF10A rereplic	TGFb inhibitor	Nrf2 block	ATXN2 expr inh	Nrf2 ARE act
CCN(CC(=O)NCc1cccs1)C(=O)c1ccccc1Cl	10%	2%	4%	u	-2%	7%	5%	9%	0.2%
N#Cc1ccccc1OCC(=O)N1CCc2ccccc2C1	-8%	-20%	3%	i	3%	-19%	-27%	1%	0.2%
Cc1ccccc1C1CC(c2ccc(F)cc2)Nc2nc(N)nn21 (configuration not stated)	-16%	u	8%	i	0%	-6%	-12%	-5%	3.7%
Cc1ccc(NC(=S)Nc2ccc3nc(-c4ccccn4)c(-c4ccccn4)nc3c2)cc1C	5%	-7%	10%	i	u	-6%	5%	-9%	1.5%
COc1cc(/C=C(\C#N)C(N)=O)ccc1OS(=O)(=O)c1ccc(C)cc1	-19%	6%	-10%	i	16%	8%	6%	-2%	-0.4%
CCN(C(=O)COC(=O)c1ccccc1NC(=O)c1ccco1)C1CCS(=O)(=O)C1 (configuration not stated)	17%	0%	-2%	i	-1%	14%	9%	x	-0.8%
CCN1CCN(CCC(=O)Nc2ccc3c(c2)OCO3)CC1	-5%	7%	4%	i	-3%	21%	u	11%	6.2%
Cc1cc(Cn2nc(-c3ccccc3)cc2C(=O)NCc2cccc(Br)c2)on1	-16%	0%	3%	u	28%	u	u	u	3.0%
CCOC(=O)CN(C(=O)CNC(=O)c1ccco1)C(C(=O)NC1CCCC1)c1ccccc1OCC (configuration not stated)	1%	-16%	3%	u	0%	-1%	-1%	0%	-1.1%
COc1ccccc1NC(=S)NC(=O)Cc1ccc(Cl)cc1	1%	4%	23%	i	6%	-20%	9%	-12%	0.5%
Cc1ccc(C(=O)c2cn(CC(=O)Nc3ccc(C)cc3Cl)c3nc(C)ccc3c2=O)cc1	-1%	-6%	x	i	x	-1%	-49%	2%	-0.8%
COc1ccc(/C=N/NC(=O)c2cccc(NC(C)=O)c2)c(OC)c1	-19%	7%	-5%	i	0%	1%	5%	-14%	1.7%
Cc1cc(C(=O)CSc2nc3ccc(Cl)cc3[nH]2)c(C)n1Cc1ccco1	-5%	3%	u	i	u	u	u	x	14%
O=C(NCCc1ccc(Cl)cc1)C1(c2cccs2)CCOCC1	-12%	8%	x	i	x	15%	x	-7%	-0.7%
Cc1ccc(NC(=O)NCCCN2CCCC2=O)cc1C	-2%	0%	-1%	i	-39%	0%	1%	12%	-0.1%
Cc1ccc(CNC(=O)CCC2CCCN(Cc3cccc4cccnc34)C2)o1 (configuration not stated)	-2%	3%	3%	i	-8%	-1%	-2%	-20%	10%
CCOC(=O)Cc1csc(NS(=O)(=O)c2cccc([N+](=O)[O-])c2)n1	2%	-1%	3%	i	2%	-13%	2%	-3%	-0.7%
Cc1ccccc1N/N=C/c1ccc(C#N)cc1	-14%	-6%	-1%	i	u	0%	8%	22%	-0.1%
COc1cccc(NC(=O)CNC(=O)Cn2cnc3sc4c(c3c2=O)CCCC4)c1	2%	-3%	7%	i	0%	-6%	-9%	-4%	-0.9%
O=C(CSc1nccn1C1CCCC1)Nc1cccc(F)c1	-17%	1%	x	x	x	-6%	x	x	3.5%
CCOCCCN1CC(C(=O)NCCc2ccc(C)cc2)CC1=O (configuration not stated)	13%	0%	7%	i	25%	12%	1%	-7%	0.3%
CC(=O)Nc1ccc(/C=N/OCC(=O)Nc2ccc(C)cc2)cc1	-21%	-1%	-4%	i	0%	3%	15%	28%	-0.2%
Cc1cc(O)c(C2(O)C(=O)Nc3cc(Br)ccc32)cc1C (configuration not stated)	-12%	7%	10%	i	-2%	u	-7%	-33%	10%
CCOC(=O)CSc1nc2cc(C(=O)N3CCCC3)ccc2c(=O)n1Cc1ccccc1	2%	-19%	-3%	i	6%	-15%	u	0%	-0.1%
O=C(C1CCCN(CCCc2ccccc2)C1)N1CCCCC1 (configuration not stated)	12%	15%	10%	i	10%	-2%	19%	-8%	-0.2%

Single records, as listed above. Values in the order: HepG2 viability | A549 viability | EPAC2 antagonist | ATXN viability | MCF10A rereplic | TGFb inhibitor | Nrf2 block | ATXN2 expr inh | Nrf2 ARE act
Record of COc1cc(/C=C(\C#N)C(N)=O)ccc1OS(=O)(=O)c1ccc(C)cc1 = -19% | 6% | -10% | i | 16% | 8% | 6% | -2% | -0.4%
Record of CCOCCCN1CC(C(=O)NCCc2ccc(C)cc2)CC1=O (configuration not stated) = 13% | 0% | 7% | i | 25% | 12% | 1% | -7% | 0.3%
Record of O=C(C1CCCN(CCCc2ccccc2)C1)N1CCCCC1 (configuration not stated) = 12% | 15% | 10% | i | 10% | -2% | 19% | -8% | -0.2%

Next records:
SMILES	HepG2 viability	A549 viability	EPAC2 antagonist	ATXN viability	MCF10A rereplic	TGFb inhibitor	Nrf2 block	ATXN2 expr inh	Nrf2 ARE act
Cc1ccc(C(=O)Nc2cccc(NC(=O)c3cccnc3)c2)cc1	11%	2%	15%	i	-36%[inhibitor]	1%	-3%	-12%	0.0%
COC(=O)c1cc(-c2ccc(OC)c(OC)c2)c2c(=O)[nH]c(=O)n(C)c2n1	7%&-5%	-1%&-4%	7%	u	6.5µM*	-1%&-15%	u	u	0.7%&-0.7%
CCNC(=O)C1(C)CCCN(Cc2cc(-c3ccccc3)n(C)n2)C1 (configuration not stated)	3%	x	0%	i	x	39%[activator]	x	1%	-0.4%[9.22 µM]
C/C(=N/NC(=O)CSc1nc2ccccc2n1C)c1ccc(O)cc1	-1%	1%	1%	i	-10%	-6%	-17%	-13%	0.2%
Cc1ccc(CN2C(=O)CCC2C(=O)NC(C)C)cc1 (configuration not stated)	18%	7%	-4%	i	-6%	11%	8%	0%	2.7%
COc1ccc(CN(C(=O)c2ccco2)c2ccc(Br)cc2)cc1OC	-20%	-4%	u	i	8%	-3%	u	-15%	-0.6%
CCn1cc(C(=O)Nc2ccccc2C(=O)OC)cn1	-22%	0%	10%	i	-2%	-14%	4%	-16%	7.1%

This is a subset. The share of hits here may be higher or lower than overall.
